# Assay outcomes as filed in PubChem.
# MITF inh: human MITF inhibition, primary screen. AID 1259374. 650,000 tested, 0.91% active. O75030. inhibition, % at 2.6 µM. AlphaScreen MITF homodimerization, bead proximity signal; in the data active = inhibition above about 50%;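 note: 0% = vehicle wells with protein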
# Target sequence (O75030 whole entry, looked up): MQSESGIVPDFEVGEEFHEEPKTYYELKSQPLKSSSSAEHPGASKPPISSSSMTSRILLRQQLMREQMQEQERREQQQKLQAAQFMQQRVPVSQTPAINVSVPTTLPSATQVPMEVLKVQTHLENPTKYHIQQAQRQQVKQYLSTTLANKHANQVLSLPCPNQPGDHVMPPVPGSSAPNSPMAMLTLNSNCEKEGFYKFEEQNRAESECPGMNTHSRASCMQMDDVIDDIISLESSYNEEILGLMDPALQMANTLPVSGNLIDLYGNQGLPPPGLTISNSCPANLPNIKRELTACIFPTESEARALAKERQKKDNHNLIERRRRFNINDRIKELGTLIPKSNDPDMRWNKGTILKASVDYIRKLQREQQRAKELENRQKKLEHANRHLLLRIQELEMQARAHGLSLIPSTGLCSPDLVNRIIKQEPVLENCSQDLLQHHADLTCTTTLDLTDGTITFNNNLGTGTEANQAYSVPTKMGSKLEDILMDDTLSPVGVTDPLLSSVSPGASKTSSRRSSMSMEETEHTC
# TEAD-YAP inh: TEAD-YAP interaction inhibition | HEK-TIYL cells, TEAD-Gal4/YAP UAS-luciferase luminescence | inhibition, % at 9.12 µM | 640,000 tested, 1.4% active; in the data active = inhibition above about 32%;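 note: 0% = median of test compound wells and 100% = reference inhibitor wells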
# GPR151 ag: human GPR151 activation; 650,000 tested, 1% active; PathHunter beta-arrestin GPR151 cells, luminescence; activation, % at 11.2 µM; AID 1508602; Q8TDV0; in the data active = activation above about 4.9%;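 note: 0% = median of compound wells and 100% = cells with positive control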
# Target sequence (Q8TDV0 whole entry, looked up): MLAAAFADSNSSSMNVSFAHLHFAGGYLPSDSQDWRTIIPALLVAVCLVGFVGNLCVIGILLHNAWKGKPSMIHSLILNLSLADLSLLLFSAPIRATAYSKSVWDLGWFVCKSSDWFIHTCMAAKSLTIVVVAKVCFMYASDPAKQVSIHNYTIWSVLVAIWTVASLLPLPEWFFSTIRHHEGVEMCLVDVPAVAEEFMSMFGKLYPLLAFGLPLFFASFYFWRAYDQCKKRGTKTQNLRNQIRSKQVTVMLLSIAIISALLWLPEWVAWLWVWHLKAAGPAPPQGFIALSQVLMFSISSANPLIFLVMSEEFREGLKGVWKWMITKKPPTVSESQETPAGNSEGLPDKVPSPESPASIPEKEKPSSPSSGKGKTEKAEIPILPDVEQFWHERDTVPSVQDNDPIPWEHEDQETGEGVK
# FBW7 act: activators of human E3 ligase FBW7; normalized activity (activation), % at 26.1 µM; 650,000 tested, 0.13% active; AlphaScreen FBW7–phospho-cyclin E peptide binding, activator screen; AID 1259310; Q969H0; in the data active = normalized activity above about 1.9%;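 note: purified mutant Fbw7 with reduced substrate affinity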
# Numbers without * were called inactive; & = joins results of further samples.
SMILES,MITF inh,TEAD-YAP inh,GPR151 ag,FBW7 act
CN(C)c1ccc(/C=N/NC(=O)CNc2ccc3ccccc3c2)cc1,18,10,0.9,0.0
Cc1cc(NCc2cccnc2)nc2cc(Cl)ccc12,-13,-10,-1.5,0.3
COc1ccc(-n2cccc2)cc1OC,15,-2,2.4,-0.1
O=C(Cn1ccc([N+](=O)[O-])n1)OCc1ccccc1,8,-2,1.9,-0.1
CCCc1cc(C(=O)Nc2ccc(C)c(C)c2)no1,5,-63,-0.2,0.0
Cn1c(=O)cc(NCCc2ccccc2)[nH]c1=O,2,7,2.8,0.0
Cc1ccc(NC(=O)C2CCCN2/C=C/C(=O)C(F)(F)F)cc1 (stereo not given),2,-6,-0.8,-0.1
Cc1c(Br)c([N+](=O)[O-])nn1CCN1CCOCC1,-11,-3,-0.2,-0.1
COc1ccc(Oc2coc3cc(OC(=O)c4ccc(OC)cc4)ccc3c2=O)cc1,13,3,1.1,0.4
CC(=O)c1c(C)[nH]c(C(=O)COC(=O)/C=C/c2cccc([N+](=O)[O-])c2)c1C,5,10,-0.3,0.0
COc1ccccc1C(=O)Nc1ccc2nc(SCc3ccc(Br)cc3)sc2c1,-3,8,-0.3,0.0
COc1ccc(C(=O)Nc2ccc(-c3nc4cc(C(C)C)ccc4o3)cc2)cc1,10,-3,1.8,-0.2
COc1cc(/C=C2/SC(=Nc3ccc(C)cc3)NC2=O)ccc1OCc1cccc2ccccc12,15,3,0.3,-0.1
CC1=CC2=NC(=O)/C(=C/c3coc4ccccc4c3=O)C(=N)N2O1,-4,-2,0.0,0.0
Cc1cc(C)cc(N(C(C)C(=O)Nc2cccc3ccccc23)S(C)(=O)=O)c1 (stereo not given),8,7,4.8,0.0
CCCOc1ccc(/C=C/C(=O)Nc2ccc([N+](=O)[O-])cc2OC)cc1,16,8,0.6,0.2
O=C(NC1c2ccccc2-c2ccccc21)c1ccco1,1,13,-0.8,-0.1
O=C(c1cnn(-c2ccccc2)c1-n1cccc1)N1CC=C(c2ccccc2)CC1,2,7,0.7,0.3
CCC(NC(=O)NCc1cccnc1)(C(F)(F)F)C(F)(F)F,18,5,2.2,1.0
O=C(NCc1cccs1)NC1CC(=O)N(c2cccc(F)c2)C1 (stereo not given),-3,11,5.0*,-0.2
COc1cc(CN2CCC3(CC2)CC3C(=O)Nc2cccc(F)c2)ccc1O (stereo not given),1,-4,0.0,0.1
O=C(NCc1cccs1)c1cnc2ccccn12,14,-3,-0.5,1.0
COc1ccc(C2CC(c3ccc(Cl)cc3)=NN2c2nc(-c3ccc(C)cc3)cs2)cc1OC (stereo not given),-9,3,-0.4,0.1
Cc1nn(C)c(C)c1-c1cncc(C(=O)Nc2ccc(Oc3ccccc3)cc2)c1,7,9,-1.8,-0.2
O=C(C1c2ccccc2C(=O)N2CCc3ccccc3C12)N1CCC(N2CCCCC2)CC1 (stereo not given),-17,-4,0.6,-0.2
CC1=C(C(=O)OCC(C)C)C(c2ccccc2[N+](=O)[O-])NC(=O)N1C (stereo not given),3,3,0.7,-0.6
Cc1ccc(C)c(NC(=O)CSc2nnc(CNC(=O)c3ccco3)n2-c2ccc(Cl)c(Cl)c2)c1,18,-4,2.9,0.1
CN1C/C(=C/c2ccco2)C(=O)/C(=C/c2ccco2)C1,28,3,0.4,-0.1
CCOC(=O)C1=C(C)N(C)C(C)=C(C(=O)OCC)C1c1ccccc1F,9,-2,-1.3,0.2
COc1ccc(-c2nc(C)c(CCNC(=O)C3CCCC3)s2)cc1,8,-63,0.0,0.7
CCCCOC(=O)c1cccc(NC(=O)C(C)Oc2ccc(OC)cc2)c1 (stereo not given),19,10,0.3,1.2
N#Cc1ccsc1NC(=O)c1ccc(Br)s1,-5,-31,-2.2,0.1
COc1ccccc1CN(Cc1c(Cl)cccc1Cl)S(=O)(=O)c1ccc(F)cc1,6,6,0.9,-0.1
CC(C)(C)NC(=O)CCS(=O)(=O)c1ccc(Br)cc1,15,0,0.2,0.4
Cc1ccc(NC(=O)CSc2nnc(NC(=O)COc3ccccc3)s2)c(C)c1,8,5,1.0,0.5
O=C(Nc1cccc(Cl)c1)N[C@H]1C[C@H]2C(=O)N[C@@H](Cc3ccc(Cl)cc3)C(=O)N2C1,1,14,1.5,-0.2
Cc1cc(O)c(C(c2ccc(O)cc2)c2c(O)cc(C)oc2=O)c(=O)o1,1,11,0.0,0.1
Cc1ccc(C(=O)NNC2CC(=O)N(c3ccc(Cl)cc3)C2=O)cc1 (stereo not given),8,7,4.6,0.1
Cc1ccc(Cn2ccc(NC(=O)c3cc(C)on3)n2)cc1,-8,-18,2.5,0.7
CCc1cccc(NS(=O)(=O)c2cnc[nH]2)c1,-5,-19,-0.1,0.1
CCN(CC)c1ccc(NC(=O)C(C)C)cc1,12,-4,-1.2,0.0
COc1ccc(C2CC(c3ccc(F)cc3)=NN2C(C)=O)cc1 (stereo not given),-4,-17,1.2,-0.2
O=C1NN=C(Cc2ccccc2)C1CCO (stereo not given),-1,6,0.5,0.0
CCNC(=S)N1CCC(c2nc3ccccc3o2)CC1,1,8,1.0,0.1
Cc1ccc(C(=O)Nc2c(C(N)=O)oc3ccccc23)cc1,1,1,0.3,0.1
CC(C)(C)C(=O)Nc1ccc2oc(=O)ccc2c1,18,11,1.1,0.0
CCOC(=O)c1c(NC(=O)Cc2ccccc2)sc2c1CCC(C)C2 (stereo not given),14,4,3.2,-0.1
COc1ccc(CCNc2nc(NCCN3CCOCC3)nc3c2ncn3Cc2ccc(C(F)(F)F)cc2)cc1,-8,6,-1.1,-0.1
CCCCCCSC1=C(C#N)C(c2ccc(Cl)cc2)CC(=O)N1 (stereo not given),4,10,0.8,0.0
CC1(C)CC(=O)c2cc(C#N)c(SCC(N)=O)nc2C1,-1,2,-0.1,-0.2
# Next structures follow.
SMILES,MITF inh,TEAD-YAP inh,GPR151 ag,FBW7 act
Cc1cc(C)n(CNc2ccc(I)cc2)n1,-10,4,0.2,-0.2
Nc1ccc2nc(SCC(=O)NC3CC3)sc2c1,2,-6,0.0,0.7
CC(C)C(NC(=O)c1ccccc1)C(=O)OCC(=O)c1ccc([N+](=O)[O-])cc1 (stereo not given),-10,-3,-0.1,-0.1
COc1ccccc1-c1noc(Cn2c(=O)n(Cc3ccc(C)cc3)c(=O)c3ccccc32)n1,16,-11,-0.2,0.3
CCOc1cccc2c1OC1(C)C(C(=O)N(C)C)C2NC(=S)N1c1ccc(C)cc1 (stereo not given),-2,-17,-0.8,-0.2
N#Cc1ccc(NC(=O)CSc2ccccn2)cc1,-6,-3,1.0,-0.1
CCOC(=O)C1=C(C)NC2=C(C(=O)C(C(=O)OCC)C(c3ccc(OC)cc3)C2)C1c1ccc(OC)cc1OC (stereo not given),-1,5,3.5,0.1
Cc1cc(=O)n(CNC(=O)c2ccccc2)c(=S)[nH]1,7&8,3&3,-0.1&0.1,0.0&0.2
CCOc1ccc(-n2nc(C(=O)NCCCN3CCN(C)CC3)c3ccccc3c2=O)cc1,8,2,0.6,0.1
Cc1cc2ncn(CC(O)COc3ccccc3Cl)c2cc1C (stereo not given),11,-3,-1.1,-0.2

# Individual results from above:
# For GPR151 ag, `N#Cc1ccc(NC(=O)CSc2ccccn2)cc1` has 1.0
# For FBW7 act, `CCOC(=O)C1=C(C)NC2=C(C(=O)C(C(=O)OCC)C(c3ccc(OC)cc3)C2)C1c1ccc(OC)cc1OC` (stereo not given) has 0.1
# For TEAD-YAP inh, `Nc1ccc2nc(SCC(=O)NC3CC3)sc2c1` has -6
# For FBW7 act, `CCOc1cccc2c1OC1(C)C(C(=O)N(C)C)C2NC(=S)N1c1ccc(C)cc1` (stereo not given) has -0.2
# For GPR151 ag, `Cc1cc(C)n(CNc2ccc(I)cc2)n1` has 0.2

# Back to the main list, starting 3 compounds before the break.
SMILES,MITF inh,TEAD-YAP inh,GPR151 ag,FBW7 act
Cc1cc(=O)n(CNC(=O)c2ccccc2)c(=S)[nH]1,7&8,3&3,-0.1&0.1,0.0&0.2
CCOc1ccc(-n2nc(C(=O)NCCCN3CCN(C)CC3)c3ccccc3c2=O)cc1,8,2,0.6,0.1
Cc1cc2ncn(CC(O)COc3ccccc3Cl)c2cc1C (stereo not given),11,-3,-1.1,-0.2
COc1cc(OC)cc(-n2nc(C(=O)Nc3ccccc3F)c3ccccc3c2=O)c1,6,3,0.8,0.0
COC(=O)c1ccccc1NC(=O)Cn1nnc(-c2ccc(SC)cc2)n1,12,-4,0.8,0.1
CCOC(=O)CNC(=O)CNC(=O)CCC(=O)NCC(=O)NCC(=O)OCC,8,2,0.1,-0.1
COc1ccc(C(=O)NCCCN2CCN(c3ccccc3)CC2)c(OC)c1OC,0,11,-0.1,-0.2
O=S(=O)(NCc1csc(-c2cccnc2)n1)c1ccc2c(c1)OCCO2,5,2,0.0,0.2
CC(C)(C)N1C(=O)c2ccccc2C1=O,-9,-6,-0.6,-0.1
Oc1ccc(CCNc2nc(Nc3nccc4ccccc34)nc3c2ncn3-c2ccccc2)cc1,4,5,-2.5,0.0
COC(=O)CCCNc1nc(CN2CCCCC2c2ccccn2)nc2ccccc12 (stereo not given),10,6,0.3,0.0
CC12C=CC3(CN(Cc4ccccc4)C(=O)C3C1C(=O)NCC1COc3ccccc3O1)O2 (stereo not given),-6,-1,0.5,0.1
C=N[C@@H](C(=O)N[C@@H]1C(=O)N2[C@@H]1SC(C)(C)[C@@H]2C(=O)O)c1ccccc1,-15&0,-6,-2.1&0.1,0.0&-0.1
COc1ccccc1NC(=S)N(Cc1ccc(Br)cc1)Cc1ccc(C(=O)O)cc1,1,8,-1.0,0.0
COc1ccc(C2CC(=O)C=C(NCc3ccc4c(c3)OCO4)C2)cc1 (stereo not given),-8,-12,-0.5,-0.2
O=C(O)CCSCC(=O)c1ccc(Cl)cc1,-1,-3,-1.6,-0.1
CC(C(=O)O)N1C(=O)/C(=C/c2ccc(Br)cc2)SC1=S (stereo not given),18,0,-1.5,-0.1
COc1cccc(N2C(=O)N(c3cccc(Cl)c3)C3CS(=O)(=O)CC32)c1 (stereo not given),1,-1,2.9,0.4
Cc1cnc(C(=O)OCC(=O)NC2CCCCCC2)cn1,-6,4,-0.3,-0.1
COc1ccc(C(C#N)N2CCCCCC2)cc1OC (stereo not given),14,-1,-1.5,2.0*
CSc1nnc2c(n1)OC(/C=C/c1ccccc1[N+](=O)[O-])Nc1ccccc1-2 (stereo not given),12,4,-1.2,0.1
O=C1CC2c3ccccc3C1C1C(=O)N(c3cccc(C(F)(F)F)c3)C(=O)C21 (stereo not given),-7,-3,1.0,-0.1
Cc1sc(NC(=O)COc2ccccc2)nc1-c1ccccc1,8,7,0.1,0.0

# Overlap with the part before: four entries, then new ones.
SMILES,MITF inh,TEAD-YAP inh,GPR151 ag,FBW7 act
COc1ccc(C(C#N)N2CCCCCC2)cc1OC (stereo not given),14,-1,-1.5,2.0*
CSc1nnc2c(n1)OC(/C=C/c1ccccc1[N+](=O)[O-])Nc1ccccc1-2 (stereo not given),12,4,-1.2,0.1
O=C1CC2c3ccccc3C1C1C(=O)N(c3cccc(C(F)(F)F)c3)C(=O)C21 (stereo not given),-7,-3,1.0,-0.1
Cc1sc(NC(=O)COc2ccccc2)nc1-c1ccccc1,8,7,0.1,0.0
O=C(OC1CCCCC1)c1ccc(-c2ccc(-c3ccc(C(=O)OC4CCCCC4)cc3)cc2)cc1,-2,8,3.3,0.0
CCN(CC)C(=O)C1=C(C)Nc2nc3ccccc3n2C1c1ccccc1F (stereo not given),-2,8,-0.1,0.1
CS(=O)(=O)N(CC(=O)Nc1ccc(F)cc1)Cc1ccc(Cl)cc1,5,-15,1.4,-0.3
C=CCN(c1ccccc1C(=O)O)S(=O)(=O)c1ccc(NC(=O)OC)cc1,20,-11,3.6,1.5
CCn1nc(C)c(CN2CCC3(CCC(CNC(=O)c4ccccc4)O3)CC2)c1C (stereo not given),-19,-7,0.8,0.1
O=C1CCCC2=C1C(c1ccc([N+](=O)[O-])cc1)n1c(nc3ccccc31)N2 (stereo not given),5,-17,-1.7,-0.1
COC(=O)C(C)NC(=O)CC12CC3CC(C1)CC(c1ccccc1)(C3)C2 (stereo not given),1,0,-1.1,0.0
CN(C)CCCNCC(=O)Nc1ccc2c(c1)OCO2,14,0,-0.5,-0.2
COCCCn1c(SCC(=O)N2CCCC2)nnc1-c1cccs1,-5,3,-0.8,-0.1
CC1=C(C(=O)Nc2ccc(Br)cn2)C(c2cccc(Br)c2)C2=C(CCCC2=O)N1 (stereo not given),2,-13,2.0,0.1
COc1ccc(OC)c(/C=c2\sc3nc4cccnc4n3c2=O)c1,18,5,2.5,-0.1
O=C(NCCO)C(=O)NCC1OCCCN1S(=O)(=O)c1ccccc1 (stereo not given),11,15,0.2,0.2
COc1ccc(NC(=O)c2ccc3c(=O)n(Cc4ccccc4)c(=S)[nH]c3c2)cc1,12,-1,-1.7,0.1
O=C(NCc1ccc2c(c1)OCO2)C1CC(c2ccccc2O)=NO1 (stereo not given),0,-4,0.3,0.1
CCN1CCN(CC(=O)Nc2cccc(C(F)(F)F)c2)C(=O)C1=O,-5,0,-1.5,0.4
O=C(N/N=C/c1ccc(Br)s1)c1c[nH]c2ccccc12,-8,-32,-0.7,0.1
O=C(COC(=O)c1ccccc1Cl)c1ccc(Cl)cc1,2,-7,0.2,0.1
CN(CCC1CCCCO1)Cc1nc(N2CCOCC2)c2ccc(Cl)cc2n1 (stereo not given),9,-7,1.0,0.0
CC1=C(C(=O)OCCOc2ccccc2)C(c2ccccc2)NC(=O)N1C (stereo not given),-11,-1,0.5,-0.3
CC1=C(C(=O)OC(C)C)C(c2cn(-c3ccccc3)nc2-c2cccs2)NC(=O)N1 (stereo not given),11,-20,1.4,1.3
Cc1cc(Sc2ccc(Cl)cc2)nc2ccccc12,8,3,0.9,0.0

# Rows were taken by chance (roughly 3.5% active in at least one column).
